Bioassay records (PubChem)
TRPC4 agonist – opens the mouse TRPC4 cation channel; Q9QUQ5; HEK293 TRPC4beta/mu-opioid, Fluo4 calcium fluorescence; stronger effect = higher value; B-score at 10 µM; 310,000 tested, 0.49% active;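 active = B-score above 5 SD of library B-scores, and initial fluorescence ratio not above library mean plus 5 SD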;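 note: positive B-score marks a calcium rise read as TRPC4 activation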
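Assay system – TRPC4beta and mu-opioid receptor HEK293 stable cells · Measured by – Fluo4 fluorescence, kinetic · Schedule – dye loading 45 min room temperature, 110 s kinetic read · Read-out – B-scored integrated calcium fluorescence ratio · Controls – buffer and maximal DAMGO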
HDAC3 inhib – human HDAC3 inhibition; AID 2718; inhibition, % at 8.3 µM; O15379; recombinant HDAC3, fluorogenic peptide/trypsin coupled, fluorescence; 320,000 tested, 0.15% active; in the data active = inhibition above about 26%, passing the limit was not always enough; inconclusive = no clear call, values can overlap the other calls
Target sequence (O15379 whole entry, looked up): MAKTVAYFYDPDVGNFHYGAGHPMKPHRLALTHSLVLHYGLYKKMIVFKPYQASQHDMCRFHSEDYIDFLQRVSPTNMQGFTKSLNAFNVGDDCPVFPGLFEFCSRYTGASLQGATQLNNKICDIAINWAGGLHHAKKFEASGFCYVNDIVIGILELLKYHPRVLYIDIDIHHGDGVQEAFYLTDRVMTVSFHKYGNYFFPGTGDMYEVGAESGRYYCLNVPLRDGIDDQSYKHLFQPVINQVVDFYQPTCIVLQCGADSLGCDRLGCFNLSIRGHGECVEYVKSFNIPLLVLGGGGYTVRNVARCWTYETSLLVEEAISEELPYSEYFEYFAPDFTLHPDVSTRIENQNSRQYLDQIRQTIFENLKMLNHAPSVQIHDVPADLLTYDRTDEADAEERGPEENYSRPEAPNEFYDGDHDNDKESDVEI
KCNK9 block – blocks the human KCNK9 two-pore domain potassium channel; HEK293 KCNK9, FluxOR thallium flux fluorescence; stronger effect = lower value; AID 488922; Q9NPC2; B-score at 10 µM; 310,000 tested, 1.2% active;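 active = ratio B-score over 3 SD below the library mean, with starting fluorescence within 5 SD of its mean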;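 note: negative B-score means less thallium flux so channel inhibition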
KCNQ1 pot – potentiators or activators of human KCNQ1 potassium channel | CHO-K1 KCNQ1, thallium flux FluxOR fluorescence; stronger effect = higher value | B-score at 10 µM | 310,000 tested, 0.35% active | AID 2648;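 active = fluorescence ratio B-score, a plate-corrected score, at least three library SD, with initial intensity B-score within 5 SD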
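Schedule – 37 °C overnight plating, 90-min dark dye load, 20-min compound pretreatment · System – stable KCNQ1 CHO-K1 line · Probe or stimulus – thallium- and potassium-containing depolarizing buffer · Measured by – kinetic FluxOR fluorescence, 10 s baseline plus 110 s post-stimulus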
KCNQ1 block – blocks the human KCNQ1 potassium channel; B-score at 10 µM; 310,000 tested, 1.3% active; CHO-K1 KCNQ1, FluxOR thallium flux fluorescence; stronger effect = higher value;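 active = compounds whose thallium flux B-score, printed positive for inhibition, exceeds three library SD while starting fluorescence stays within three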;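 note: channel opened by potassium depolarization with thallium stimulus after 20 min compound exposure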
ANO1 block – inhibitors of mouse TMEM16A calcium-activated chloride channel; HEK293 TMEM16A/YFP iodide influx fluorescence, ionomycin; normalized B-score (activity score, 25-100; higher = stronger inhibition) at 10 µM; 310,000 tested, 1.2% active; AID 588511;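 active = ratio plate-corrected score three or more library SD toward inhibition, starting fluorescence score within five deviations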;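 note: score derived from kinetic fluorescence span divided by baseline fluorescence per well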
TRPC4 PAM – allosteric potentiators of mouse TRPC4 channel. AID 2227. HEK293 TRPC4beta/mu-opioid, DAMGO EC20, Fluo-4 Ca2+ flux; stronger effect = higher value. 310,000 tested, 0.42% active. B-score at 10 µM. Q9QUQ5;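 active = B-score of calcium response area above 5 SD of library B-scores, with initial fluorescence ratio within 5 SD of library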;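 note: B-score of integrated fluorescence ratio over time as area under calcium response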
KCNK3 inh – human KCNK3 channel inhibition, primary screen; 340,000 tested, 0.84% active; B-score at 10 µM; O14649; CHO-KCNK3 thallium flux, FluxOR fluorescence; stronger effect = lower value;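 active = B-score under library mean minus 4 SD, starting fluorescence ratio at most library mean plus 5 SD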;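 note: more negative B-score means stronger inhibition of thallium flux through KCNK3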
Target sequence (O14649 whole entry, looked up): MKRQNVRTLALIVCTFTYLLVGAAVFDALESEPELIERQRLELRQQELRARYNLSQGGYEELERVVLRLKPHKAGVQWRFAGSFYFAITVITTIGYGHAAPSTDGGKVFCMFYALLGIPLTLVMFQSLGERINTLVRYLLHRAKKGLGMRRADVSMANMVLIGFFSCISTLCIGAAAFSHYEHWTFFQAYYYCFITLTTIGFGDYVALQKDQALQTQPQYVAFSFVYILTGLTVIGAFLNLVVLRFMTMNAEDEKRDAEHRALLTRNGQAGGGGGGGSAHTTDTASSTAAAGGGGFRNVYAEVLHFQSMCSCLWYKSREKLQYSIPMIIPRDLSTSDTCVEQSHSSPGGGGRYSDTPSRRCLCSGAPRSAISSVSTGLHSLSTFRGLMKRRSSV
ANO1 activ – activates or potentiates the mouse TMEM16A chloride channel; Q8BHY3; B-score at 10 µM; 340,000 tested, 0.3% active; HEK293 TMEM16A/YFP-H148Q/I152L, iodide quench fluorescence; stronger effect = lower value; AID 623877;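 active = fluorescence-ratio B-score plate-corrected deviation score at least 3 library SD below zero, with starting fluorescence score within 5 deviations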;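 note: channel opened by trigger with iodide after compound preincubation; score built on the fluorescence ratio of max minus min over baseline; more negative score means more quench and so TMEM16A activation or potentiation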
Dyrk1A ADPGlo – Dyrk1A (rat) kinase inhibition. ADP-Glo luminescence, NFATc1 peptide. inhibition, % at 12.5 µM. 310,000 tested, 0.43% active. AID 504441. Q63470; in the data active = inhibition above about 50%;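 note: plate controls were vehicle with enzyme for no effect and no enzyme for full effect; many of its hits are not listed in these tables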
hERG protect – compounds protecting human hERG from proarrhythmic drug block; CHO-hERG, FluxOR thallium flux, dofetilide IC70 present; activation (rescue from dofetilide block), less the hit threshold, % at 10 µM; Q12809; 310,000 tested, 0.51% active; AID 1511;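 active = activation above the mean of controls blocked by dofetilide plus 5 SD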;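 note: thallium influx through hERG after potassium depolarization seen as dye fluorescence rise; in these data hits start at about 4.7%; inactives centre near -7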
Starred values were filed as active, the others as inactive; i = inactive; ? = inconclusive; . = no result given. The list is partial, so the mix of outcomes need not match the whole.

SMILES	TRPC4 agonist	HDAC3 inhib	KCNK9 block	KCNQ1 pot	KCNQ1 block	ANO1 block	TRPC4 PAM	KCNK3 inh	ANO1 activ	Dyrk1A ADPGlo	hERG protect
CC(C)c1onc(C(=O)N2CCN(C(c3ccccc3)c3ccccc3)CC2)c1[N+](=O)[O-]	i	-2	i	i	i	i	i	i	i	15	-7
O=C(NCC1CCCCC1)c1cc(Br)ccc1Cl	i	-6	i	i	i	i	i	i	i	-6	-2
CC1=NN(c2nc(-c3ccc(C#N)cc3)cs2)C(=O)C1	i	?	i	i	i	i	i	.	.	.	-6
O=C(CN1CCC(N2CCCCC2)CC1)N1CCOCC1	i	-9	i	i	i	i	i	.	.	.	-3
C[C@]12C(=O)N(c3ccc(F)cc3)C(=O)N1[C@@H]1c3ccccc3OC[C@@H]1[C@H]2c1ccccc1	i	4	i	i	i	i	i	i	i	.	-8
CNC(=S)Nc1cc(Cl)ccc1Oc1ccccc1	i	-7	i	i	i	i	i	i	i	0	-12
COc1cc(CC(=O)NCc2cccs2)cc(OC)c1OC	i	-3	i	i	i	i	i	i	i	-6	-9
COc1ccc(C2=NN(C(=O)CCC(=O)O)C(c3cccs3)C2)cc1 (stereo not drawn)	i	-14	i	i	i	i	i	i	i	-2	-5
COc1ccc2ccccc2c1C1CC(=O)N2CN(C3CCCCC3)CSC2=C1C#N (stereo not drawn)	i	43*	i	i	i	i	i	i	i	4	-16
Cc1nc(Cl)c(C(=O)Nc2cccc(F)c2)c(C)c1Cl	i	3	i	i	i	i	i	i	i	.	-9
COc1ccc(NC(=O)c2sc3nc(N4CCOCC4)c4c(c3c2N)CC(C)(C)OC4)c(OC)c1	i	-4	i	i	i	i	i	i	i	1	-6
O=C(CSc1nnnn1Cc1ccccc1)c1ccccc1	i	-3	i	i	i	i	i	i	i	4	-7
COc1ccc(NC(=O)CSc2ccc(F)cc2)cc1S(=O)(=O)N1CCCCC1	i	0	i	i	i	i	i	i	i	-9	-16
Cc1nn(C)c(Oc2ccc(Cl)cc2)c1C(=O)O	i	-3	i	i	i	i	i	i	i	-5	-15
OCC[C@@H]1C[C@@H](O)[C@H](O)[C@@]2(Cc3ccccc3CCO2)O1	i	-9	i	i	i	i	i	i	i	7	-9
CCOC(=O)Cc1ncccc1C(=O)Nc1ccc(Oc2ccccc2)cc1	i	?	i	i	i	i	i	i	i	-9	-9
N=c1c(C(=O)NCCc2ccccc2)cc2c(=O)n3ccccc3nc2n1CCCN1CCOCC1	i	-125	i	i	i	i	i	i	i	0	-16
CC(C)(C)c1ccc(OCC(=O)N/N=C/c2cc(Br)ccc2OC(=O)c2ccco2)cc1	i	-2	i	i	i	i	i	i	i	-1	-9
Cc1oc(-c2ccc(Cl)cc2)nc1CS(=O)CC(=O)NC1CCCCC1 (stereo not drawn)	i	6	i	i	i	i	i	i	i	1	-3
COc1ccccc1N1CCN(C(=O)c2cc3cc(F)ccc3[nH]2)CC1	i	-10	i	i	i	i	i	i	i	-6	-4
O=C(CSc1nnc2ccccn12)NCCc1ccc(Cl)cc1	i	-3	i	i	i	i	i	i	i	7	-2
Cc1ccc(C(=O)Nc2c(-c3cccs3)c(=O)c3ccccc3n2C)cc1	i	-7	i	i	i	i	i	i	i	3	-6
COC(=O)c1ccc(C2C3=C(Nc4nnnn42)c2ccccc2OC3)cc1 (stereo not drawn)	i	-16	i	i	i	i	i	i	i	3	-2
C/C(N)=C(/C#N)C(=O)COC(=O)CNS(=O)(=O)c1ccc(F)c(F)c1F	i	-1	i	i	i	i	i	i	i	.	-3
COc1ccc(-c2cc3c(=O)n(CC(=O)N4CCN(C)CC4)ncn3n2)cc1	i	-8	i	i	i	i	i	i	i	4	-7
Continuation.
SMILES	TRPC4 agonist	HDAC3 inhib	KCNK9 block	KCNQ1 pot	KCNQ1 block	ANO1 block	TRPC4 PAM	KCNK3 inh	ANO1 activ	Dyrk1A ADPGlo	hERG protect
CCCn1c(SCC(=O)NC2CCCCC2)nnc1-c1ccncc1	i	-1	i	i	i	i	i	i	.	-14	-6
CC1(C)OC(C)(C)/C(=C/Nc2ccc(O)cc2)C1=O	i	0	i	i	i	i	i	i	i	7	-8
CCOc1cc(NC(=O)C(C)C)c(OCC)cc1NC(=O)Nc1ccccc1	i	1	i	i	i	i	i	i	i	0	-10
O=C(Nc1nnc(C2CC2)o1)c1ccc(S(=O)(=O)N2CCCCC2)cc1	i	5	i	i	i	i	i	i	i	-8	-8
COc1ccc(-c2csc(NC(=O)C3CC(=O)N(Cc4ccco4)C3)n2)cc1 (stereo not drawn)	i	0	i	i	i	i	i	i	i	1	-11
COc1ccc(C(NC(=O)c2ccco2)c2ccc(OC)c(OC)c2)cc1OC	i	-3	i	i	i	i	i	i	i	-5	-4
O=C(C1=NN(c2ccccc2)C(=O)CC1)N1CCc2ccccc2C1	i	-2	i	i	i	i	i	i	i	3	-9
Nc1nnc(SCC(=O)OCC(=O)Nc2ccc(Br)cc2F)s1	i	-2	i	i	i	i	i	i	i	0	-16
O=C1OCCN1C(=O)[C@H]1[C@H](c2ccc(F)cc2)C(c2ccc(F)cc2)=NN1c1ccc(Br)cc1	i	0	i	i	i	i	i	i	i	6	-14
CC(Sc1ccccc1)C(=O)N/N=C/c1cccnc1 (stereo not drawn)	i	-2	i	i	i	i	i	i	i	1	-1
CC(C)Cn1c(-c2csc3ccccc23)n[nH]c1=S	i	8	i	i	i	i	i	i	i	2	-11
O=C(c1ccc(Cl)cc1[N+](=O)[O-])N(Cc1ccccc1)Cc1ccccc1	i	1	i	i	i	i	i	.	.	.	-14
CCN(CC)S(=O)(=O)c1cc(NC(=O)NCCCl)ccc1C	i	-1	i	i	i	i	i	i	i	2	-11
COc1ccc(C(=O)CSc2nnc(COc3ccccc3)n2Cc2ccco2)cc1	i	9	i	i	i	i	i	i	i	-14	-16
CC1CCCC(NC(=O)c2ccc3c(SCC(=O)O)c4c(nc3c2)CCC4)C1C (stereo not drawn)	i	3	i	i	i	i	i	i	i	1	-12
COc1ccc(NC(=O)CN(C)C(=O)c2c(-c3ccccc3Cl)noc2C)cc1	i	-1	i	i	i	i	i	i	i	14	-12
COc1ccc(/C(C)=N/Nc2ccc(F)cc2F)c(O)c1	i	9	i	i	i	i	i	i	i	9	-4
O=C(O)CNC(=O)c1ccc(Sc2ccccc2)c([N+](=O)[O-])c1	i	-1	i	i	i	i	i	i	i	13	-13
N#CC1=C(N)Nc2nc3ccccc3n2C1c1ccc(F)cc1 (stereo not drawn)	i	4	i	i	i	i	i	i	i	-3	-5
COC(=O)Nc1ccc(S(=O)(=O)N2CCC(C(=O)N(C)C3CCCCC3)CC2)cc1	i	-7	i	i	i	i	i	i	i	.	-12
CCn1c(CN2CCOCC2)nnc1SCC(=O)Nc1ccccc1Cl	i	-8	i	i	i	i	i	i	i	-2	-3
O=C(N/N=C\c1cccnc1)c1ccc(Cl)s1	i	0	i	i	i	i	i	i	i	31	-10
CCOC(=O)/C(=C\C=C1/Sc2cc(OCC)c(OCC)cc2N1CC)C(C)=O	i	9	i	i	i	i	i	i	i	-7	-48
CN(C)/C=C1/C=C(c2ccccc2)OC1=O	i	5	i	i	i	i	i	i	i	-1	-9
CCOC(=O)C(C(=O)OCC)C(C)C#CCN1CCCCC1 (stereo not drawn)	i	2	i	i	i	i	i	i	i	10	-1
CCN1C(=O)CC(C(=O)Nc2ccc(F)cc2)SC1=Nc1ccc2c(c1)OCO2 (stereo not drawn)	i	3	i	i	i	i	i	i	i	3	-8
CC(C)NC(=O)NC(=O)CSc1nncn1C	i	-2	i	i	i	i	i	i	i	-2	-11
O=C(CCCSc1nnc(Nc2ccccc2F)s1)N1CCOCC1	i	9	i	i	i	i	i	i	i	-3	-4
CCCN(CC(=O)Nc1ccccc1OC)C(=O)C1CCCC1	i	3	i	i	i	i	i	i	i	6	-15
O=C(Nc1ccncc1)C1CC(=O)N(c2ccc(F)cc2)C1 (stereo not drawn)	i	2	i	i	i	i	i	i	i	-5	-4

Gathered by group, the entries above with a Cl atom (eleven)
SMILES	TRPC4 agonist	HDAC3 inhib	KCNK9 block	KCNQ1 pot	KCNQ1 block	ANO1 block	TRPC4 PAM	KCNK3 inh	ANO1 activ	Dyrk1A ADPGlo	hERG protect
O=C(NCC1CCCCC1)c1cc(Br)ccc1Cl	i	-6	i	i	i	i	i	i	i	-6	-2
CNC(=S)Nc1cc(Cl)ccc1Oc1ccccc1	i	-7	i	i	i	i	i	i	i	0	-12
Cc1nc(Cl)c(C(=O)Nc2cccc(F)c2)c(C)c1Cl	i	3	i	i	i	i	i	i	i	.	-9
Cc1nn(C)c(Oc2ccc(Cl)cc2)c1C(=O)O	i	-3	i	i	i	i	i	i	i	-5	-15
Cc1oc(-c2ccc(Cl)cc2)nc1CS(=O)CC(=O)NC1CCCCC1 (stereo not drawn)	i	6	i	i	i	i	i	i	i	1	-3
O=C(CSc1nnc2ccccn12)NCCc1ccc(Cl)cc1	i	-3	i	i	i	i	i	i	i	7	-2
O=C(c1ccc(Cl)cc1[N+](=O)[O-])N(Cc1ccccc1)Cc1ccccc1	i	1	i	i	i	i	i	.	.	.	-14
CCN(CC)S(=O)(=O)c1cc(NC(=O)NCCCl)ccc1C	i	-1	i	i	i	i	i	i	i	2	-11
COc1ccc(NC(=O)CN(C)C(=O)c2c(-c3ccccc3Cl)noc2C)cc1	i	-1	i	i	i	i	i	i	i	14	-12
CCn1c(CN2CCOCC2)nnc1SCC(=O)Nc1ccccc1Cl	i	-8	i	i	i	i	i	i	i	-2	-3
O=C(N/N=C\c1cccnc1)c1ccc(Cl)s1	i	0	i	i	i	i	i	i	i	31	-10
